ALOX15B inhib: blocks human 15-lipoxygenase 2 activity; Potency, µM (titrated, usually from 57.1 µM), for inactives: at the highest dose activity change, negative = inhibition, hits mostly inhibitors; 110,000 compounds, 0.56% hits; purified 15hLO-2, xylenol orange hydroperoxide absorbance; further: potency means the concentration at half of the fitted maximal effect; nearly all actives have a fitted effect of over 60% in size; many of its hits are not listed in these tables
Target sequence (O15296 whole entry, looked up): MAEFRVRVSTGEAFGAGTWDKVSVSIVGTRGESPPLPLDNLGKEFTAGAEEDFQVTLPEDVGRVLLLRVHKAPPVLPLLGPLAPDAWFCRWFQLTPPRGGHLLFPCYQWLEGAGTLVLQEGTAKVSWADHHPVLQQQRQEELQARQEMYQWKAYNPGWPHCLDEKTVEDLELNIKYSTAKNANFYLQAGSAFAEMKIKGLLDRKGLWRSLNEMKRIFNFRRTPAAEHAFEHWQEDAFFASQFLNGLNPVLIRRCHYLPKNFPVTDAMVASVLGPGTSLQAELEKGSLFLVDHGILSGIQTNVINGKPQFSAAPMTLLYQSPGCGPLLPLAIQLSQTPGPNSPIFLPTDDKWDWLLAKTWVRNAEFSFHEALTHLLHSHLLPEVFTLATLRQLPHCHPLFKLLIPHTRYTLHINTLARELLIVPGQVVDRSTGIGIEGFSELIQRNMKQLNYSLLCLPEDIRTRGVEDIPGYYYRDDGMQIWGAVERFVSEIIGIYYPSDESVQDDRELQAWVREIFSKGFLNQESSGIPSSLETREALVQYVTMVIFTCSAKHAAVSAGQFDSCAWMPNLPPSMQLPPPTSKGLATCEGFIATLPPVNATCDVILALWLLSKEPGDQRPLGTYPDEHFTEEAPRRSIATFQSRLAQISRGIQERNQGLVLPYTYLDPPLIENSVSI
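Enzyme 50 nM, AA 45 uM, 25 mM Hepes pH 7.5 + 0.01% Triton X-100; cpd preinc 15 min RT, rxn 90 min RT; stop/detect with 200 uM XO + 300 uM Fe(II) in 50 mM H2SO4, 30 min; A573/A405.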
PNC assembly inh: blocks assembly of the perinucleolar compartment; AID 2417; 140,000 compounds, 3.1% hits; PC3M PTB-GFP, PNC prevalence imaging, 16 h; active compounds read low; activity change (PNC), negative = inhibition, % at 10 µM;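 active means readout at or below -70, meaning at least 70% loss of cells showing the perinucleolar compartment, a nuclear body marking cancer cells; inconclusive means readout between -30 and a set limit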;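 further: plate controls were DMSO wells for no effect and camptothecin positive control wells for full effect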
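Compounds are pinned in duplicate onto adhered PC3M cells stably expressing GFP-tagged PTB and incubated 16 h at 37 C. Cells are then fixed, nuclei stained with Hoechst, and PNC-positive cells counted.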
IMPase cell inh: cell-permeable inhibitors of inositol monophosphatase (IMPase). CHO-M1 cells, IP1 accumulation, HTRF TR-FRET ratio. inhibition (IP1 accumulation), % at 46.1 µM. 120,000 tested, under 10 active; active means well fitted curve in the direction sought with a large enough effect in the signal ratio, not every such curve was filed as active; inconclusive means small, poorly fitted or top-dose-only effect, or a change in a side signal; inactive means no such curve, though single readings can be large or run the other way; the % refers to the signal ratio;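 further: cells stimulated with carbachol in lithium chloride buffer; plate controls were DMSO basal wells for no effect and reference inhibitor wells for full effect; higher means more IMPase inhibition seen as more IP1 and lower FRET ratio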
Target sequence (P97697 whole entry, looked up): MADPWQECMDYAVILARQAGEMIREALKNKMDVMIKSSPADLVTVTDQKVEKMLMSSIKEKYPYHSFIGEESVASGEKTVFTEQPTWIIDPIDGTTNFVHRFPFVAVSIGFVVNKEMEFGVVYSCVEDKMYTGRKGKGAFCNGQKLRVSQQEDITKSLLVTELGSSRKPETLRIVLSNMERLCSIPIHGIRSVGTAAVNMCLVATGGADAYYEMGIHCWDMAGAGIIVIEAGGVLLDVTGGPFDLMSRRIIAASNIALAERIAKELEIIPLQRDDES
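The IP-One HTRF competitive assay in carbachol-stimulated CHO-M1 cells quantifies cellular IP1. Compounds spanned up to 46 uM final, and activity is expressed as AC50 from concentration-response fits of the ratio and donor data.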
ALOX12 inhib: inhibitors of human 12-lipoxygenase (ALOX12) | 150,000 compounds, 0.12% hits | purified 12-hLO, xylenol orange hydroperoxide absorbance | P18054 | Potency, µM (series often up to 57.1 µM), inactives show top-dose activity change, negative = inhibition, actives largely listed as inhibitors; further: potency means the concentration at half of the fitted maximal effect; nearly all actives have a fitted effect of over 55% in size; many of its hits are not listed in these tables
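Hydroperoxide output read as Fe(III)-xylenol orange absorbance, 573-to-405 nm ratio, after 30 min reaction with 40 uM arachidonic acid. Enzyme: 150 nM purified human 12hLO, 15 min compound preincubation; 25 mM Hepes pH 7.0, room temperature.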
* = called active by the depositor; ? = inconclusive; . = no result given; & = joins results of further samples; [ ] = remark or other dose. Unless noted, the call rests on the fitted dose curve; in most records, active means well fitted curve in the direction sought with a large enough effect; inconclusive means small, poorly fitted or top-dose-only effect, or another doubt; inactive means no such curve, though single readings can be large; an effect the other way counts as inactive or inconclusive. Unless noted, on the % scale 0 is the no-effect control and ±100 the full control effect.

Molecule	ALOX15B inhib	PNC assembly inh	IMPase cell inh	ALOX12 inhib
CCOC(=O)c1c(NC(=O)c2c(Br)cnn2C)c(C#N)nn1-c1ccccc1	-7%	-13	-1	1%
COc1ccccc1N(CCC#N)C(=O)CSc1nc(-c2ccccc2)cn1N	-10%	22	4	-6%
CCCOc1cc(CC(=O)NCc2ccco2)ccc1OC	-10%	?	-2	-1%
C(=N/Nc1nnc2c(n1)[nH]c1ccccc12)/c1cccnc1	-1%[11.4 µM]	.	.	-1%[11.4 µM]
CCn1c(SCCC#N)nnc1-c1ccncc1	2%	-17	-11	-8%
COc1cccc(OCCCCN2CCCCC2)c1	-2%	?	7	0%
CCOC(=O)c1nnc(-c2ccccc2)nc1Oc1ccccc1Cl	-14%[11.4 µM]	?	?	1%
CCOC(=O)C(=O)Nc1nc(-c2ccccc2)c(CC)s1	13%	0	-8	8%
Cc1ccc(Cn2c(CN3CCOCC3)nc3c2c(=O)[nH]c(=O)n3C)cc1	.	?	?	1%
CCOC(=O)c1cnc(Nc2nc3ccccc3o2)nc1C	43%[activator]	11	3	7%
COc1ccc(CNC(=O)C2CC(c3ccccc3[N+](=O)[O-])=NO2)cc1 (stereo not given)	2%	-30	-2	-3%
COc1ccc(-c2nc(CS(=O)CC(=O)NCC3CCCO3)c(C)o2)cc1 (stereo not given)	4%	-12	-2	0%
COC(=O)/C(=C/c1ccco1)NC(=O)c1ccccc1	.	24	.	-1%
O=C(Nc1ccccc1C(=O)NC(Cc1ccccc1)C(=O)NC1CCCCC1)c1ccccc1 (stereo not given)	.	68	.	5%
O=C(Nc1cccc(F)c1)c1cc(S(=O)(=O)N2CCC(C(=O)O)CC2)ccc1F	0%	-17	-6	4%

Retrieved by structure from the entries so far:
Molecule	ALOX15B inhib	PNC assembly inh	IMPase cell inh	ALOX12 inhib
CCOC(=O)c1cnc(Nc2nc3ccccc3o2)nc1C	43%[activator]	11	3	7%
COc1ccccc1N(CCC#N)C(=O)CSc1nc(-c2ccccc2)cn1N	-10%	22	4	-6%
Cc1ccc(Cn2c(CN3CCOCC3)nc3c2c(=O)[nH]c(=O)n3C)cc1	.	?	?	1%

Next section:
Molecule	ALOX15B inhib	PNC assembly inh	IMPase cell inh	ALOX12 inhib
COc1cccc(NC(=O)Cc2nc(-c3ccccc3)sc2-c2ccc(C)cc2)c1	.	80	.	-4%
CCCCC[C@H](O)/C=C/[C@H]1C=CC(=O)[C@@H]1C/C=C\CCCC(=O)O	.	-96*	.	-15%&1%
CC(=O)c1ccc(N(C(=O)CS(=O)CC(=O)Nc2ccc(F)cc2)C(C(=O)NC2CCCCC2)c2cccs2)cc1 (stereo not given)	.	31	.	0%
Nc1nc(SCC(=O)OCc2ccccc2)[nH]c(=O)c1NC(=O)c1ccco1	1%	?	3	1%
N#Cc1nc(-c2ccco2)oc1N1CCc2ccccc2C1	-8%	14	14	-13%
CN(C)c1ccc(/C=N/N2C(=S)SC(C)(C)C2N(O)C(=O)Nc2ccc([N+](=O)[O-])cc2)cc1 (stereo not given)	-22%	29	9	?
Nc1nnc(SCC(=O)Nc2cc(C(F)(F)F)ccc2N2CCOCC2)s1	-2%	10	2	12%
O=[N+]([O-])c1ccccc1NCCNS(=O)(=O)c1ccc(Cl)cc1	.	42	.	-2%
CCOc1cc(C2C(C(=O)c3ccccc3)=C(C(=O)OC)Nc3nnnn32)ccc1O (stereo not given)	0%	-23	3	0%
CNS(=O)(=O)c1cccc(C(=O)OCC(=O)C23CC4CC(CC(C4)C2)C3)c1	0%	7	-6	-3%
COC(=O)c1ccc(SCC(=O)N2CCC(C)CC2)c([N+](=O)[O-])c1	.	24	-9	-2%
CC(C)C(NC(=O)c1ccccc1)C(=O)N/N=C\c1ccco1 (stereo not given)	.	-15	.	-1%
Cc1ccc(-n2c(N)c(C(=O)N3CCOCC3)sc2=S)cc1	-2%	-126*	-4	0%
Cc1cc(OCc2ccc(C(=O)NN=C3CCCC3)cc2)ccc1Cl	.	15	.	10%
CCOC(=O)c1cc[n+](CC(=O)c2ccc(F)cc2)cc1	.	-20	.	8%
COc1ccc(N/C(=N\c2nc(C)cc(C)n2)NC(C)=O)cc1OC	2%	?	4	4%
COc1cc(/C=C/C(=O)Nc2nnc(CC(C)C)s2)cc(OC)c1OC	.	18	.	6%
Cc1cc(C)c(NC(=O)C2CCN(c3cnccn3)CC2)c(C)c1	.	-18	-2	2%
CCOC(=O)CSc1nc2ccccc2c(=O)n1CC1CCC(C(=O)NCc2ccco2)CC1 (stereo not given)	-30%	48	3	2%
COc1ccc(C)cc1S(=O)(=O)NC1CCCCC1	1%	19	4	-10%
N#Cc1ccc(CSc2nnc(-c3cccs3)n2-c2ccccc2)cc1	-12%	?	17	-8%
CN(C)/C=N/c1cc(=O)[nH]c(=O)n1Cc1ccccc1	6%	33	.	2%&1%
COc1ccccc1NC(=O)c1cnc2n(c1=O)CCS2	.	-22	5	-3%
CCn1c(SCC(=O)NCC2CCCO2)nnc1-c1c[nH]c2ccccc12 (stereo not given)	1%	12	0	-6%
NC(=O)C(=O)NN=C1CCC(c2ccccc2)CC1 (stereo not given)	.	-20	.	-1%
CC(C)CCOC(=O)C1[C@H]2C(=O)N(Cc3cccs3)C[C@]23C=C[C@H]1O3 (stereo not given in full)	-10%	?	?	0%
CC(=O)NC1CC2CCCC(C1)N2S(=O)(=O)c1ccccc1 (stereo not given)	-4%	-25	1	4%
O=C1CCCc2nc3nc4ccccc4n3cc21	9%	-20	6	-2%
Cc1cccc(C)c1[N+](=O)[O-]	-9%	.	.	-2%
O=C(O)c1ccccc1C(=O)NCC(O)COCC1CC=CCC1 (stereo not given)	1%	1	-12	-6%
Cc1nc2ccc(NS(=O)(=O)c3ccc(C)c(C)c3)cc2s1	-11%	-19	-2	-7%
CCOc1ccc(NS(=O)(=O)c2ccc3c(c2)oc(=O)n3C)cc1	-6%	23	1	-10%
CC1=C(C#N)CCC(=O)N1Cc1ccc(C)cc1	12%	53	0	8%
O=C(Cc1ccc(F)cc1)NCCc1ccc(F)cc1	1%	19	-1	1%
COc1ccc(CC(=O)OCN2C(=O)c3ccccc3C2=O)cc1	-5%	-14	3	0%
O=c1oc(-c2ccco2)nc2sc3c(c12)CCCC3	.	38	-3	6%
CC(C)c1cc(C(=O)O)on1	-3%	2	3	2%
O=C(CCSc1nc(-c2ccco2)cc(C(F)(F)F)n1)NCc1cccs1	.	2	-9	-4%
O=c1c2[nH]c3ccc(Br)cc3c2ncn1CCCn1ccnc1	65%[activator]	34	-6	4%
CCOc1ncccc1C(=O)Nc1ccc(Cl)cc1	-1%[2.29 µM]	?	5	-4%
CCOc1ccccc1Nc1nnc(C)c(=O)[nH]1	1%	-13	4	-6%
Nc1nc(C(=O)O)c(N=Nc2ccccc2)c(=O)[nH]1	1%[11.4 µM]	.	.	0%[11.4 µM]
CSCCC1NC2(C(=O)Nc3ccc(Cl)cc32)[C@@H]2C(=O)N(C3CCCC3)C(=O)[C@H]12 (stereo not given in full)	-9%	1	-18	-12%
COc1cc(C(=O)N2CCC(n3cnc4cc(F)ccc43)CC2)cc(OC)c1OC	-7%	-13	17	2%
COc1c(O)c(O)cc2c1oc1c3cc(C)ccc3oc(=O)c21	?	.	.	?
C=CCNc1nc(N)c(C(=C(C#N)C#N)c2ccc(Br)cc2)s1	.	-7	.	4%
CCCCCNc1nc(NCCCO)c(C#N)c2c1CN(C)CC2	15%	-20	9	0%
On1cnnc1-c1ccccc1	-7%	-17	0	7%
Cc1cccc(NC(=S)N2CCn3cccc3C2c2cccnc2)c1 (stereo not given)	.	?	-2	-1%
N#Cc1c(-c2ccccc2F)cc(C2CC2)nc1SCC(=O)c1cccs1	.	6	10	1%
Cc1ccc(C(=O)NCc2nnc(SCC(=O)Nc3ccccc3)n2C)cc1	.	-28	.	1%
COc1ccc(COc2cc(-c3cccc(OC)c3)nc3ccc(NC(=O)c4cccnc4)cc23)cc1	52%[activator][0.0915 µM]	-27	.	-1%[0.00818 µM]
CN(c1ccccc1)S(=O)(=O)c1cccc(NC(=O)Cc2c(F)cccc2Cl)c1	.	?	.	-1%
CCOc1ccc2nc(NC(=O)c3ccc(S(=O)(=O)N4CCOCC4)cc3)sc2c1	.	0	-1	2%
CC1=C(C)C[C@@]23CCCN2C(=O)CCC[C@H]3C1	-3%[0.0915 µM]	.	.	3%[0.00818 µM]
c1ccc(COc2ccc(Oc3nc(N4CCCCC4)nc(N4CCOCC4)n3)nn2)cc1	-4%	?	1	-6%
Cc1ccc2[nH]c(=O)c(CN(Cc3ccc4c(c3)OCO4)Cc3nnnn3Cc3ccco3)cc2c1	-2%[2.29 µM]	-9	9	-16%
Clc1ccc(-n2nnnc2SCc2cn3ccccc3n2)cc1	20%	8	3	-1%
CCCn1c(N)c(C(=O)CSc2nc(C)cs2)c(=O)n(C)c1=O	2%	64	4	5%
COc1ccc(C2NC(=O)CS2)cc1 (stereo not given)	.	-100*	4	-2%

Later entries:
Molecule	ALOX15B inhib	PNC assembly inh	IMPase cell inh	ALOX12 inhib
O=C(NCc1ccccc1)C1CC(=O)N(c2ccc(OCC(=O)N3CCCC3)cc2)C1 (stereo not given)	.	65	-12	0%
CC(=O)OC1c2c(ccc3ccc(=O)oc23)OC(C)(C)C1OC(=O)CC(C)C (stereo not given)	-5%&-2%	-24	?	-5%&-2%
O=C(CCC(=O)c1ccc(F)cc1)Nc1cccnc1	.	-18	?	-3%
CSc1nsc(NC(=O)Cc2ccccc2)n1	-9%	?	0	1%
c1coc(CNc2ncnc3ccccc23)c1	2%	41	0	-2%
COC(=O)c1sc2cc(C(F)(F)F)cnc2c1-c1ccccc1	5%	?	13	2%
CCOC(=O)c1sc(NC(=O)C2C3C=CC(C3)C2C(=O)O)nc1C (stereo not given)	4%	-4	4	4%
Cc1cc(S(=O)(=O)N2CCN(c3ccccc3O)CC2)c(C)s1	-9%	40	0	-6%
Cc1ccc(Cn2c(=N)n(CC(O)c3ccco3)c3ccccc32)cc1 (stereo not given)	34%[activator]	19	14	3%
Cc1ccc(-n2nc(C)c(/C=N/NC(=O)c3cccs3)c2Cl)cc1	.	-5	.	3%
Cc1cc(=O)[nH]c(SCC(=O)NCc2ccco2)n1	.	?	4	-2%
CCn1c(SCC(=O)OC)nc2sc3c(c2c1=O)CCC3	-15%	-2	7	-1%
CCOc1ccc(C(CC(=O)O)NC(=O)COc2ccccc2)cc1 (stereo not given)	-13%	-2	-13	5%
N#Cc1cccc(NC(=O)COC(=O)c2ccccc2C(=O)c2ccc(Cl)c([N+](=O)[O-])c2)c1	.	-102*	.	0%
Cn1c(COc2ccccc2)nnc1SCCN1CCOCC1	-15%	14	10	-6%
CCNC(=O)c1c(O)c2ccccc2[nH]c1=O	-2%	-12	6	-15%
O=C(NCCN1CCOCC1)c1ccc(CS(=O)(=O)c2c(Cl)cccc2Cl)o1	-11%	-28	1	-2%
COc1ccc(CNC(=O)c2cc(-c3ccccc3OC)on2)cc1	7%	?	5	-10%
Cn1c(/C(C#N)=C/Nc2ccccn2)nc2ccccc21	14%	-27	6	1%
CC(C)c1ccc(-c2c(C#N)c(N)nc(SCC(=O)N3CCCCCC3)c2C#N)cc1	-11%	?	?	-4%
Cc1ccc(N2C(=O)[C@@H]3[C@H](C2=O)[C@H]2C=CC=NN2[C@@H]3C(=O)Nc2ccc(Cl)cc2)cc1	-8%	-16	4	?

Screening data from PubChem.

A portion of the library; count on the stated rates, not on these rows.
